# Screening data: PubChem BioAssay, several laboratories
# core dimer inh – HCV core protein dimerization inhibition. TR-FRET GST/Flag-core106 dimerization, 1536-well. actives 0.33% (n = 300,000). AID 1899. inhibition, % at 5 µM;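 active means inhibition above the mean of all tested compounds plus 3 SD, set per screening campaign, cut at about 45% in these data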
#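 Assay system: Tagged HCV core106 pair (GST and Flag) | Buffer or medium: KF-containing HEPES buffer, pH 7.45, DTT, CHAPS, BSA | Also added: Eu donor and XL665 acceptor anti-tag antibodies | Dosing: One concentration, 5 µM, in 0.5% DMSO | Timing: 4 h at 22.5 °C | Technique: TR-FRET 671 and 617 nm emission | Repeats: Singlicate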
# GASC-1 inh – inhibitors of human GASC-1 (JMJD2C) demethylase; GST-JMJD2C(1-420) H3K9me3 demethylation, DELFIA europium; Q9H3R0; AID 2099; inhibition, % at 2.35 µM; actives 0.069% (n = 330,000);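 active means more than half of a compound's replicate wells show inhibition beyond 50%, single wells judged on their own value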;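 further: signal counts dimethyl H3K9 product captured on neutravidin plate; 0% = median of DMSO wells and 100% = 0.3 times that DMSO median; strong numbers were not always called active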
# Target sequence (Q9H3R0 1-420 limits assumed): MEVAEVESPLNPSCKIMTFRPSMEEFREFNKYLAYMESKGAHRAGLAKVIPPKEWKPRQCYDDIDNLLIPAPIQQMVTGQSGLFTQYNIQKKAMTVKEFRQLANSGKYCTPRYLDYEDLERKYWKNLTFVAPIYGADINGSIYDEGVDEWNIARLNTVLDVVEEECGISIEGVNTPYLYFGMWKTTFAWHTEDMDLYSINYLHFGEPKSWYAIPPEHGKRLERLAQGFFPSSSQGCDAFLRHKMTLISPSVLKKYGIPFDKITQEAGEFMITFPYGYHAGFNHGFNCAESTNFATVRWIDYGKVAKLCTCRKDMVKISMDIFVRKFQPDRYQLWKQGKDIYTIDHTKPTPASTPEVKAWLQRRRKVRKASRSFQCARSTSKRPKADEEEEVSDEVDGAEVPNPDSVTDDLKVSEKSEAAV
# proCasp7 act – counter-screen for procaspase-3 activators: activators of human procaspase-7. P55210. activation, % at 8.5 µM. recombinant procaspase-7, Ac-DEVD-pNA absorbance 405 nm; D23A/D198A/D206A triple mutant, cannot self-cleave; scale: DMSO 0, 5 µM enzyme 100. actives 0.093% (n = 330,000);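 active means percent activation above the screen-wide mean plus 3 SD, cut at about 25% in these data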
#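 Assay system: Uncleavable procaspase-7 mutant enzyme; Input: 2 µM procaspase-7 mutant as dispensed; Also added: DEVD-pNA substrate; Medium: Zinc-free HEPES pH 7.4 with 300 mM NaCl, 0.01% Triton X-100; Timing: 1 h compound preincubation, 2 h substrate cleavage, 25 °C; Measured by: Epi-absorbance of released pNA at 405 nm, two timepoints.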
# PP5 inh – PP5 (human) phosphatase inhibition; P53041; actives 0.18% (n = 320,000); inhibition, % at 6.7 µM; AID 1987; purified PP5c, OMFP substrate fluorescence;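 active means inhibition above the campaign's mean inhibition across all tested compounds plus 3 SD, cut at about 9.5% in these data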;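 further: 0% = DMSO only and 100% = 100 µM cantharidin control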
# Target sequence (P53041 whole entry, looked up): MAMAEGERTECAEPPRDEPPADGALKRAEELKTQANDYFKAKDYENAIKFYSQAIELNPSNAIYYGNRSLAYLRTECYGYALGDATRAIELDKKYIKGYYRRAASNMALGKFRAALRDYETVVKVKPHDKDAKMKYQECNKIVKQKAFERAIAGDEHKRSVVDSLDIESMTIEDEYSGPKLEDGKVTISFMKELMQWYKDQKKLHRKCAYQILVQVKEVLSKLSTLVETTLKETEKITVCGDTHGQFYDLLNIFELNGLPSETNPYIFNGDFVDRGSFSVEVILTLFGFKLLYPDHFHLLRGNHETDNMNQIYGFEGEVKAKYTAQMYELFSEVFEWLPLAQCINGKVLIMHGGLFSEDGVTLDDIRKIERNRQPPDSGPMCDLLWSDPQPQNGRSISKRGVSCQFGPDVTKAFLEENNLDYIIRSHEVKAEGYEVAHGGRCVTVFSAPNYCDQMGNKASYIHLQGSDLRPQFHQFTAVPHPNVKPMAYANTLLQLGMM
# proCasp3 act – activates human procaspase-3. P42574. recombinant procaspase-3 D3A, Ac-DEVD-pNA absorbance 405 nm. activation, % at 8.5 µM. actives 0.11% (n = 330,000). AID 463141;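 active means activation above the mean of all tested compounds plus 3 SD, cut at about 21% in these data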;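 further: 0% = DMSO alone and 100% = DMSO wells spiked with extra 5 µM PC-3 D3A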
#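 material = Procaspase-3 D3A mutant | probe or stimulus = Ac-DEVD-pNA | compound = single dose, 8.5 µM nominal compound, 0.8% DMSO | timing = 1 h preincubation, 2 h reaction | measured by = 405 nm absorbance of p-nitroaniline, reads at 0 and 120 min | benchmarks = DMSO-only low control, 5 µM PC-3 D3A high control | repeats = singlicate, each compound tested once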
# CTSL1 counter – blocks F. hepatica cathepsin L1 in PFM18AAP counter-screen | inhibition, % at 5.96 µM | actives 0.49% (n = 300,000) | recombinant F. hepatica cathepsin L1, Z-Leu-Arg-MCA fluorescence;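 active means inhibition above the mean of all tested compounds plus 3 SD, set per screening campaign, cut at about 17% in these data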;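 further: 0% = plate median of test compound wells and 100% = 1 µM Z-Phe-Ala-diazomethylketone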
# VLA-4 inh – inhibition in a human VLA-4 binding assay. actives 0.2% (n = 330,000). inhibition, % (about 7 µM as worked out from the volumes in the protocol). P13612. VLA-4 expressing cells, ligand binding flow cytometry; in the data active means inhibition above about 50%
# PP1 inh – PP1-alpha (human) inhibition in PP5 counter-screen | purified PP1alpha, OMFP fluorescence | P62136 | inhibition, % at 6.7 µM | actives 0.9% (n = 320,000);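 active means inhibition above the mean inhibition of all tested compounds plus 3 SD, computed separately for each screening campaign, cut at about 15% in these data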
# GRK2 aptamer HTS – inhibitors of human GRK2 displacing RNA aptamer. P25098. bead flow cytometry, FAM-aptamer displacement from GRK2. inhibition of aptamer binding, % at 10 µM. actives 0.59% (n = 330,000). AID 488847;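 active means inhibition of aptamer binding above 40%, roughly 3 SD of noise, on plates passing a quality check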;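 further: median bead fluorescence of bound FAM aptamer so fluorescent compounds give negative values; no value below 0 was filed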
# Numbers without * were called inactive; x = not tested or not shown.
structure,PP1 inh,proCasp3 act,PP5 inh,VLA-4 inh,proCasp7 act,GASC-1 inh,core dimer inh,CTSL1 counter,GRK2 aptamer HTS
Cc1cc2nccc(-c3ccc(F)cc3)n2n1,1,7,0.4,5,-1,-3,1,7,3
CC1CCN(S(=O)(=O)c2cc(C(=O)N3CCN(c4ncccn4)CC3)ccc2Br)CC1,2,3,-0.4,6,14,-9,6,-1,0
COc1ccc(NC(=O)N(Cc2ccc3c(c2)OCO3)C2CC(=O)N(c3ccc(OC)cc3)C2=O)cc1 (configuration not stated),-2,-7,-0.7,-6,-5,11,-3,5,99*
COc1cccc(C(=O)Nc2ccccc2OC(F)(F)F)c1,0,7,-0.9,0,0,-17,3,-3,0
COc1ccc(CNC(=O)C2=CC(c3ccc(C)cc3)=NS(=O)(=O)N2C)cc1,1,4,1.9,-18,10,0,-7,0,3
COc1cccc(-c2cc(-c3cccnc3)nc(N)c2C#N)c1,4,0,1.2,4,-5,1,14,7,1
Cc1ccn2c(Nc3ccccc3C)c(-c3cccnc3)nc2c1,1,0,2.0,-3,-1,4,3,0,3
COc1ccccc1Cn1c(=S)[nH]c2ccccc2c1=O,-2,6,-6.0,2,2,14,-12,7,0
Cc1cccc(NC(=O)C23CCC(C)(/C(=N/O)C2)C3(C)C)c1 (configuration not stated),-4,5,-1.1,0,8,19,-5,4,2
O=C(COC(=O)/C=C/c1ccc(Br)o1)NC1CCCCC1,-1,1,0.8,5,-4,-3,x,x,5

structure,PP1 inh,proCasp3 act,PP5 inh,VLA-4 inh,proCasp7 act,GASC-1 inh,core dimer inh,CTSL1 counter,GRK2 aptamer HTS
Cc1ccccc1N/C(SCc1ccc(Cl)cc1)=C(/C#N)C(N)=O,2,-3,1.4,4,-6,-10,1,2,0
COc1ccc(/C=N/NC(=O)c2ccc(CN3c4cccc5cccc(c45)S3(=O)=O)cc2)cc1,14,1,3.0,1,7,0,34,-4,0
COC(=O)c1cc(OC)c(OC)cc1NCC(=O)Nc1cccc(C(F)(F)F)c1,-1,-3,3.5,5,4,5,1,6,0
Cc1ccccc1C(=O)c1cccn1CC(=O)NCC1CCCO1 (configuration not stated),-2,15,1.5,-2,8,4,-4,-2,0
CC1CCN(CCCNC(=O)C2CCC(CNS(=O)(=O)c3ccccc3)CC2)CC1 (configuration not stated),0,9,3.1,12,1,-10,-4,2,0
N#CCCN(C(=O)CSc1n[nH]c(=O)[nH]c1=O)c1ccccc1,x,5,x,-13,6,-3,x,x,3
CCN(CC)C(=O)C1=C(C)Nc2nnnn2C1c1cccnc1 (configuration not stated),4,-3,4.0,1,8,-17,-5,-2,3
CCCCC(=O)NC(Nc1sc2c(c1C(N)=O)CCCC2)(C(=O)OCC)C(F)(F)F (configuration not stated),-1,5,0.6,x,-2,3,-1,-1,0
CS(=O)(=O)N1CCN(c2nnc(-c3ccccc3)c3ccccc23)CC1,3,-4,3.0,7,-3,-2,2,3,3
CCC1CCCCN1C(=S)Nc1ccc(OC(F)F)cc1 (configuration not stated),-1,0,0.8,11,-5,-10,1,3,0

structure,PP1 inh,proCasp3 act,PP5 inh,VLA-4 inh,proCasp7 act,GASC-1 inh,core dimer inh,CTSL1 counter,GRK2 aptamer HTS
Cc1ccc(C)c(C(=O)COC(=O)c2n[nH]c3ccccc23)c1,x,1,x,8,11,3,x,x,0
Cn1nc(OC(=O)Nc2ccc(F)cc2)cc1C(F)(F)F,-4,0,0.3,5,-6,0,-5,-1,1
CCC1Oc2ccc(C)cc2N(CC(=O)N(Cc2ccc(C)o2)C2CCCC2)C1=O (configuration not stated),3,-1,5.4,17,-8,12,14,28*,0
Cc1nc(CN(C)Cc2nc(Cc3ccccc3Cl)no2)cs1,0,-10,3.4,1,-4,0,-4,-1,1
COc1cc2ccccc2cc1C(=O)Nc1nnc(-c2ccncc2)o1,-1,2,3.5,5,6,-9,-4,-1,1
CC(C)(C)C1CCc2onc(C(=O)Nc3cccc(O)c3)c2C1 (configuration not stated),-2,-8,3.0,17,1,-9,-2,1,3
Cc1ccc2[nH]cc(S(=O)(=O)c3ccc(F)cc3)c(=O)c2c1,-1,-6,0.6,-5,3,0,2,-1,3
CCOC(=O)c1cnc(SCc2nc(N)nc(Nc3ccc(C)cc3)n2)nc1N,1,-6,5.1,9,-2,-7,-3,2,0
O=[N+]([O-])c1ccc(NC(=S)N2CCOCC2)cc1,-2,-11,0.8,3,-9,-16,-5,0,1
CC1CCCC(NC(=O)CNC(=O)c2cccs2)C1C (configuration not stated),-1,4,1.7,-7,-1,-8,-4,4,0

# Grouped by structure, the entries above with a Cl atom (2)
structure,PP1 inh,proCasp3 act,PP5 inh,VLA-4 inh,proCasp7 act,GASC-1 inh,core dimer inh,CTSL1 counter,GRK2 aptamer HTS
Cc1ccccc1N/C(SCc1ccc(Cl)cc1)=C(/C#N)C(N)=O,2,-3,1.4,4,-6,-10,1,2,0
Cc1nc(CN(C)Cc2nc(Cc3ccccc3Cl)no2)cs1,0,-10,3.4,1,-4,0,-4,-1,1

# Remaining list, next part
structure,PP1 inh,proCasp3 act,PP5 inh,VLA-4 inh,proCasp7 act,GASC-1 inh,core dimer inh,CTSL1 counter,GRK2 aptamer HTS
CCCc1nnc(NC(=O)CCC(=O)NCCc2ccc(Cl)cc2)s1,-3,6,-0.2,-5,5,2,-5,-7,1
Cc1cccc(NCC(=O)N/N=C\c2ccc[nH]2)c1,-3,-10,-1.9,9,-9,-3,1,4,0
COc1ccc(C(=O)Oc2cc(C)[nH]c(=O)c2[N+](=O)[O-])cc1,-4,1,-0.9,-3,5,0,13,0,3
Cc1cc(C(C)(C)C)cc(S(=O)(=O)Nc2cccc(C(=O)O)c2)c1C,13,1,2.7,3,-22,-147,5,0,3
CCCCOC(=O)n1ccc(C(=O)Nc2ccccc2OC)n1,1,-2,2.8,1,-2,-2,3,0,0
COc1cc(NS(=O)(=O)c2ccc(NC(=O)Cc3ccccc3)cc2)nc(OC)n1,3,6,1.5,3,6,3,1,0,2
O=C(Nc1ccn(-c2ccccc2)n1)c1ccc(Cl)cc1,0,6,1.7,7,8,-8,-2,0,2
COc1cc2nc(CN(C)Cc3ccc(C(C)(C)C)cc3)[nH]c(=O)c2cc1OC,-10,-5,-4.1,31,1,7,-3,-2,0
Cc1ccc2c(c1)C1CN(C)CCC1N2S(=O)(=O)c1ccc(C(C)C)cc1 (configuration not stated),3,-2,3.0,14,-2,x,x,x,0
NC(=O)NC(=O)COC(=O)CN1C(=O)C2CCCCC2C1=O (configuration not stated),-7,1,-3.2,12,10,-8,5,-3,0

structure,PP1 inh,proCasp3 act,PP5 inh,VLA-4 inh,proCasp7 act,GASC-1 inh,core dimer inh,CTSL1 counter,GRK2 aptamer HTS
CCCCCC(=O)Nc1nc(C)c(-c2csc(Nc3cc(OC)ccc3OC)n2)s1,5,-5,4.5,-1,3,2,4,1,1
CCNc1nc(N)c(C(=C(C#N)C#N)c2ccccc2)s1,-1,-6,3.1,-6,-5,12,0,4,4
Cc1ccc(N=C2SC(C(=O)NCCc3ccccc3)CC(=O)N2C)cc1C (configuration not stated),-4,-6,1.2,15,13,-7,0,-2,1
Cc1ccc(S(=O)(=O)N2CCC(C(=O)N3CCN(c4ccccn4)CC3)CC2)cc1,-2,7,3.0,-3,6,-2,5,0,5
CCOC(=O)CNC(=O)c1nn(-c2ccc(OCC)cc2)c(=O)c2ccccc12,0,6,3.3,0,-9,0,-3,-3,3
COc1ccc(/C=C/C(=O)Nc2ccc(C)cc2)cc1S(=O)(=O)N1CCOCC1,-5,5,4.0,-2,-3,11,-3,11,2
Cc1[nH]n(-c2ccccc2)c(=O)c1/C=N/c1ccccn1,-2,-4,-1.8,24,7,-1,-8,2,4
COc1ccc(NC(=O)c2ccccc2)cc1NS(=O)(=O)c1ccc(F)cc1,1,-2,1.9,0,-8,-3,-6,3,1
CC(C(=O)NC(=O)NC1CCCCC1)N(C)CC(=O)Nc1ccc(F)c(F)c1F (configuration not stated),-1,-9,-0.3,24,5,3,-2,3,2
CC1=C(C(=O)OCc2ccccc2)C(c2cccs2)N2C(=O)CCSC2=N1 (configuration not stated),1,-1,-0.7,11,6,-6,3,2,0
CC(C)CCN(C(=O)Nc1ccc(Cl)cc1)C1CCN(C(C)C)CC1,-4,6,2.3,3,5,-25,-1,9,0

# In the list so far, these have an NH in an aromatic ring:
structure,PP1 inh,proCasp3 act,PP5 inh,VLA-4 inh,proCasp7 act,GASC-1 inh,core dimer inh,CTSL1 counter,GRK2 aptamer HTS
COc1ccccc1Cn1c(=S)[nH]c2ccccc2c1=O,-2,6,-6.0,2,2,14,-12,7,0
N#CCCN(C(=O)CSc1n[nH]c(=O)[nH]c1=O)c1ccccc1,x,5,x,-13,6,-3,x,x,3
Cc1ccc(C)c(C(=O)COC(=O)c2n[nH]c3ccccc23)c1,x,1,x,8,11,3,x,x,0
Cc1ccc2[nH]cc(S(=O)(=O)c3ccc(F)cc3)c(=O)c2c1,-1,-6,0.6,-5,3,0,2,-1,3
Cc1cccc(NCC(=O)N/N=C\c2ccc[nH]2)c1,-3,-10,-1.9,9,-9,-3,1,4,0
COc1ccc(C(=O)Oc2cc(C)[nH]c(=O)c2[N+](=O)[O-])cc1,-4,1,-0.9,-3,5,0,13,0,3
COc1cc2nc(CN(C)Cc3ccc(C(C)(C)C)cc3)[nH]c(=O)c2cc1OC,-10,-5,-4.1,31,1,7,-3,-2,0
Cc1[nH]n(-c2ccccc2)c(=O)c1/C=N/c1ccccn1,-2,-4,-1.8,24,7,-1,-8,2,4
